Screens (PubChem)
CHRM4 PAM – potentiates acetylcholine response at human M4 receptor | actives 0.4% (n = 360,000) | CHO-K1 hM4/Gqi5, Fluo-8 calcium fluorescence, ACh EC20; 0% = ACh EC20, 100% = maximal ACh | P08173 | activation, % at 3 µM;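 active = activation above its plate's cutoff, the mean activation of sample wells plus 3 SD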; note: some results filed as inactive read as strong as hits
Target sequence (P08173 whole entry, looked up): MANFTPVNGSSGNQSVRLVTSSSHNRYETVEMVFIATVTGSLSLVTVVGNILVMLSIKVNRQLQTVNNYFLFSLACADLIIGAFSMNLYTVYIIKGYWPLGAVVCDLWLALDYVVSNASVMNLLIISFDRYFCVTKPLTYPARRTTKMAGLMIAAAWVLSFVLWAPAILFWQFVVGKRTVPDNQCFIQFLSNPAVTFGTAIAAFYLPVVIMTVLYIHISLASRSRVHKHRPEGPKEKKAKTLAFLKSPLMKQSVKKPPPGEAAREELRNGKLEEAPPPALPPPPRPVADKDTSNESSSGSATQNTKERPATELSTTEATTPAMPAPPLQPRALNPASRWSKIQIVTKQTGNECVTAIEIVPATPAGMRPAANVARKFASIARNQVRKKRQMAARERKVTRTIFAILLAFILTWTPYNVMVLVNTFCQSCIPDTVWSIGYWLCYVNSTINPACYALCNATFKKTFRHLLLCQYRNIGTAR
CRFBP-R2 agonist – agonists of human CRF-binding protein/CRF-R2 receptor complex; actives 0.46% (n = 350,000); HEK293 CRF-R2/CRF-BP, calcium dye fluorescence (FLIPR); percent of saturating CRF peptide response; activation, % at 13.2 µM; AID 588473;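 active = activation of at least 50%, plus an integration ratio under a set limit after plate pattern correction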;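 note: plate controls were neutral control wells without compound for no effect and CRF at EC100 for full effect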
CHRM5 agonist – CHRM5 agonism in calcium assay | activation, % at 3 µM | P08912 | CHO-K1 hM5 cells, Fluo-8 calcium fluorescence; 0% DMSO wells, 100% maximal acetylcholine response | actives 0.19% (n = 360,000) | AID 624037;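 active = activation above the run's mean over test compounds plus 3 SD, cut at about 23% in these data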;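 note: signal is peak over basal fluorescence ratio across the kinetic read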
M5 antag – antagonists of human muscarinic M5 receptor (CHRM5) | P08912 | actives 0.59% (n = 360,000) | CHO-hM5 cells, Fluo-8 calcium fluorescence, ACh EC80 | inhibition, % at 3 µM | AID 624040;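 active = inhibition above a per-plate cutoff, the mean of that plate's test compounds plus 3 SD, cut at about 27% in these data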;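 note: 0% = acetylcholine EC80 with DMSO and 100% = DMSO without agonist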
CHRM4 agonist – CHRM4 agonism in calcium assay. P08173. CHO-K1 hM4/Gqi5, Fluo-8 calcium fluorescence; vehicle 0%, full acetylcholine response 100%. activation, % at 3 µM. actives 0.14% (n = 360,000). AID 624127;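 active = activation above the run mean over all test wells plus 3 SD, cut at about 32% in these data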;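 note: peak over basal fluorescence ratio per well then scaled between controls; 0% = DMSO wells and 100% = acetylcholine at EC100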
CRFR2-BP antag – CRF-BP/CRF-R2 complex antagonism; HEK293 CRF-R2/CRF-BP, CRF-induced calcium fluorescence; inhibition, % at 11.8 µM; actives 0.59% (n = 350,000);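 active = inhibition of the ligand-induced calcium signal above about 50% at the single tested concentration, limit read from the data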
IDE cell inh – cellular human IDE inhibition; HEK cells, FAbetaB cleavage, fluorescence polarization; actives 0.41% (n = 320,000); AID 434962; inhibition, % at 5.59 µM;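 active = percent inhibition above the average of all tested compounds plus 3 SD, set per screening campaign, cut at about 16% in these data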;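 note: IDE supplied by intact live HEK cells; FP after avidin binding of uncleaved biotin substrate so inhibition keeps polarization high; 0% = DMSO wells and 100% = 60 µM reference IDE inhibitor Ii1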
CHRM4 antagonist – antagonists of human muscarinic M4 receptor (CHRM4); P08173; AID 624125; CHO-hM4 cells, ACh EC80, Fluo-8 calcium fluorescence; actives 0.73% (n = 360,000); inhibition, % at 3 µM;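 active = inhibition above its plate's cutoff, the mean inhibition of sample wells plus 3 SD, cut at about 27% in these data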;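 note: 0% = acetylcholine EC80 with DMSO and 100% = DMSO without agonist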
CHRM5 PAM – CHRM5 positive allosteric modulation | activation, % at 3 µM | CHO-K1 hM5, Fluo-8 calcium, ACh EC20 PAM; 0% = ACh EC20, 100% = ACh EC100 | actives 0.3% (n = 360,000);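 active = activation above the run cutoff, the mean activation of all test compounds plus 3 SD, cut at about 18% in these data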
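Probe or stimulus: acetylcholine, EC20 level; Assay system: human M5 receptor in CHO-K1 cells; Schedule: compound preincubation 140 s before EC20 acetylcholine addition; Technique: intracellular calcium via Fluo-8 fluorescence; Dosing: single-point, 3 µM nominal; Read-out basis: percent activation from peak-over-basal fluorescence ratio, scaled EC20-to-EC100 acetylcholine; Repeats: one well per compound, no replicates.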
Active calls of the source: *; nt = no result given; & = joins results of further samples.

SMILES,CHRM4 PAM,CRFBP-R2 agonist,CHRM5 agonist,M5 antag,CHRM4 agonist,CRFR2-BP antag,IDE cell inh,CHRM4 antagonist,CHRM5 PAM
Cc1ccc(S(=O)(=O)N2C[C@H]3C(=O)C[C@@H](c4ccccc4)N(S(=O)(=O)c4ccc(Br)cc4)[C@H]3C[C@H]2c2ccccc2)cc1,-6,nt,2,-12,1,nt,nt,-9,5
COc1ccc(OCc2cc(C(=O)NC(C)Cc3ccccn3)no2)c(Cl)c1 (configuration not stated),-3,-3.8,4,-24,13,-7,4,-21,9
CCOc1ccc2c(c1)C(c1ccccc1)=NNC(c1ccccc1)=N2,-3,-2.1,-4,1,0,30,-1,2,-4
COCCN(C(=O)CN1CCCc2ccccc21)c1c(N)n(Cc2ccccc2)c(=O)[nH]c1=O,9,0.3,2,2,1,15,-2,12,-2
NC(=O)C(NC(=O)OCc1ccccc1)c1ccccc1 (configuration not stated),0,-0.7,3,5,4,4,-2,-17,-2
CCOC(=O)c1cnn(-c2cc(Oc3ccccc3)ncn2)c1N,4,2.4,2,0,0,-24,5,5,5
CCC1(c2ccccc2)NC(=O)N(CC(=O)Nc2ccccc2C(=O)NC2CCCC2)C1=O (configuration not stated),3,-0.9,0,1,2,3,-4,-5,2
CCN(CC(=O)NCc1ccc(Cl)cc1)C(=O)CCOc1ccccc1C,0,-0.4,1,-2,4,-1,-1,0,-2
CCOCCc1c(O)nc(SCCOc2ccc(C)c(C)c2)[nH]c1=O,-5,-2.2,0,7,2,0,3,0,9
O=C(COC(=O)c1ccccc1F)c1ccc(-n2nncc2-c2ccco2)cc1,-1,-1.0,-1,0,12,30,0,-3,-8
COc1ccccc1N1CCN(C(=O)C2c3ccccc3Oc3ccccc32)CC1,8,1.3,-8,4,3,0,1,-9,1
COc1ccc(CSCC(=O)NCCC(C)C)cc1,-6,0.4,4,6,1,7,1,6,4
CC(=O)c1cnn(-c2ccccc2)c1C,0,-1.6,-4,-5,0,-14,0,2,-10
Cc1nn(Cc2cccc(F)c2)c(C)c1NC(=O)c1ccc(COc2ccccc2Cl)cc1,-4,7.8,-2,10,12,32,25*,18,-10
CCCCn1nc(C(=O)Oc2ccc3c(C)cc(=O)oc3c2)c2ccccc2c1=O,1,-1.3,2,2,-1,-18,3,1,-6
Cc1ccc(C2(c3noc(CN4CCOCC4)n3)CCCC2)cc1,6,1.6,-1,-8,0,-5,-4,-3,9
O=C(NCc1ccco1)C1CCN(c2ccc(N3CCOCC3)nn2)CC1,-4,1.4,1,-1,0,6,5,0,1
CS(=O)(=O)N1CCc2cc(C(=O)N3CCCC3)ccc21,2,2.5,4,5,1,2,6,-6,-7
Nc1nc(N)nc(-c2cccc(Cl)c2)n1,6,-3.2,0,4,-1,-8,-1,-6,-1
CCOC(=O)c1c(N)sc(N)c1C(=O)OCC,4,2.4,0,2,1,-26,8,9,-1
CCOc1ccc(S(=O)(=O)Nc2nc3ccccc3nc2-n2ccc(=NC(=O)c3ccccc3C)cc2)cc1,-20,32,30*,40*,14,-10,1,9,-18
COc1cccc(-c2cccc(NC(=O)C3CCN(Cc4ccc(CO)o4)CC3)c2)c1,0,-0.4,-5,-9,1,9,-5,-1,4
CCOC(=O)c1c(NC(=O)CN(C)C)sc(C(=O)N(CC)CC)c1C,1,1.6,-2,4,0,20,4,4,1
Cc1ccc(NC(=O)COc2coc(CN3CCc4ccccc4C3)cc2=O)cc1Cl,-1,-0.4,-1,2,0,15,0,5,-2
COC(=O)c1ccc(C(=O)OC)c(NC(=O)C(C)C)c1,4,0.4,-1,-7,2,41,1,-1,0
COC(=O)c1ccc(NC(=O)c2ccc3c(c2)C(=O)N(C)C3=O)cc1,3,-0.1,1,-8,2,4,-1,-2,4
COc1ccc(Cl)cc1Nc1nc(NCCO)nc(N2CCCCC2)n1,17,-0.3,-1,8,2,51*,0,-4,-2
O=C(CCN1C(=O)C2C3C=CC(C3)C2C1=O)N1CCN(c2ccccc2F)CC1 (configuration not stated),4,4.2,1,13,2,21,2,2,2
CC(=O)Nc1cccc(C(=O)NC(C)c2ccc(-n3ccnc3)cc2)c1 (configuration not stated),0,-0.2,-3,4,2,-13,1,3,5
COC(=O)C(O)(NC(=O)NC(C)=O)C(F)(F)F (configuration not stated),16,-2.3,-1,-9,1,-23,2,-6,-5
CCN(CC(=O)Nc1ccc(NC(C)=O)cc1)CC(=O)Nc1ccc(Cl)c(Cl)c1,1,-2.5,-2,3,1,-1,-2,-6,1
Cc1ccc(C(=O)Nc2ccccc2N2CCCC2)s1,-4,-0.8,1,1,0,4,1,-4,-5
CS(=O)(=O)c1sc(C(=O)NC(=O)Nc2cccc(C(F)(F)F)c2)c2c1C=CCC2,-3,-1.4,0,12,0,-4,-5,0,-6
Cc1cc(=O)oc(C)c1C(=O)NC1CC(C)(C)NC(C)(C)C1,-2,-0.5,2,2,0,3,4,6,3
CCOC(=O)CN(C(=O)CNC(=O)c1ccco1)C(C(=O)NC1CCCC1)c1ccccc1OCC (configuration not stated),-5,-0.8,-4,-5,0,1,7,0,4
COc1ccc(CCNC(=O)C2CCN(C(=O)c3ccc(Cl)cc3)CC2)cc1,-4,-1.1,2,5,2,-1,8,-1,-2
CC(C)c1nnc(NC(=O)CCC(=O)N2CCC(Cc3ccccc3)CC2)s1,6,1.1,0,-1,4,-16,-2,-13,-3
O=C(CCSc1ccccn1)Nc1ccc(Br)cc1,1,-0.9,-1,-2,1,11,7,3,2
CCOC(=O)C1CCCCN1Cc1cn(C)nc1-c1ccccc1F (configuration not stated),6,-0.3,-3,6,1,0,1,-3,1
CCN(C[C@H]1N[C@@](Cc2ccccc2)(C(=O)OC)[C@H]2C(=O)N(Cc3ccccc3)C(=O)[C@@H]12)S(=O)(=O)c1ccc(C(F)(F)F)cc1,-7,0.9,0,-8,5,-22,3,6,6
Cc1ccc(N(CC(=O)Nc2cc(C)cc(C)c2)S(=O)(=O)c2c(C)noc2C)cc1,-4,8.7,-5,-9,1,-10,0,1,-2
O=C1CN(c2ccc(F)cc2)C(=S)N1c1ccccc1,1,-1.8,-1,-5,2,22,4,-6,1
CCOc1ccc(N(CC(=O)NCc2ccco2)C(=O)CCC(=O)Nc2nccs2)cc1,-3,-0.5,-2,0,1,3,5,-3,5
COC(=O)C1C(C(C)C)N(c2ccccc2)OC1(C)O (configuration not stated),8,-3.5,2,-2,1,18,5,-9,-2
O=C(CC12CC3CC(CC(Br)(C3)C1)C2)NC1CCCC1,-19,-1.0,-9,19,1,-3,2,22,-16
COCCn1c(COc2cccc(OC)c2)nnc1SCC(=O)N1CCOCC1,3,-1.5,-1,-2,1,11,-2,3,-4
CCC(CC)C(=O)c1c[nH]c(C(=O)N2CCN(c3ccc(OC)cc3)CC2)c1,9,-1.8,-1,6,1,11,1,-10,4
Cn1c(C(=O)OCC(=O)NCc2ccco2)cc2sccc21,-5,-0.1,1,5,1,-3,0,5,-9
CC1CN(CCc2ccccc2)c2nc3c(c(=O)n(C)c(=O)n3C)n2C1 (configuration not stated),4,-3.6,-3,1,3,-10,0,-1,1
CCC1Nc2ncnc(N3CCN(c4ccccc4)CC3)c2N(Cc2ccccc2)C1=O (configuration not stated),16&-3,-1.5,-5&-1,12&-3,4&2,-2,0,6&0,2&-1

(next part)
SMILES,CHRM4 PAM,CRFBP-R2 agonist,CHRM5 agonist,M5 antag,CHRM4 agonist,CRFR2-BP antag,IDE cell inh,CHRM4 antagonist,CHRM5 PAM
Cc1ccc(C(=O)NC(=S)Nc2cc(-c3nc4ccccc4s3)ccc2C)cc1,-2,2.0,-1,1,0,2,-5,2,-7
O=C(CN1C(=O)c2ccccc2C1=O)Nc1ccccc1C(=O)NC1CCCCCC1,4,11,-1,0,4,36,4,-13,3
Cc1ccc(CNC(=O)c2ccc(Cn3nc(C)c(Cl)c3C)o2)cc1,1,-3.1,-3,-4,1,-4,9,7,3
COc1ccc2c(c1)c(C(C)=O)c(C)n2CCc1ccc(OC)c(OC)c1,-1,-11,-4,2,7,5,2,-23,-5
CC1CCC(NC(=O)c2cc(C3CC3)nn2-c2ccccc2)CC1 (configuration not stated),3,0.4,-8,4,-2,12,-5,-20,8
O=C(COC(=O)c1c2c(nc3ccccc13)/C(=C\c1cccs1)CCC2)Nc1ccccc1Cl,-16,2.1,0,13,4,2,-3,10,-11
O=C(NCc1ccccc1)C(c1ccccc1F)n1c(=O)c(-c2ccccc2)nc2ccccc21 (configuration not stated),1,nt,1,-6,4,nt,nt,5,2
C/C(=N\NC(=O)c1cc(Br)ccc1O)c1cccs1,5,0.6,2,6,5,7,-9,-2,-6
CC(C)(C)OC(=O)N(CCc1ccccc1)Cc1ccccc1OCc1cccc(NC(=O)C2CC2)c1,-4,-1.7,-1,10,0,2,nt,1,-6
CN(C)CCC(O)(c1ccccc1)c1ccccc1Cl (configuration not stated),-9,-1.8,-12,14,1,21,nt,8,-33
O=C(NCCc1nc2ccccc2[nH]1)c1ccc([N+](=O)[O-])cc1,-5,1.7,0,-2,1,-12,2,3,6
Cc1ccc(S(=O)(=O)N2CCN(C(=O)COC(=O)/C=C/c3ccccc3F)CC2)c(C)c1,5,1.5,1,7,0,7,1,-8,-5
